Source: PubChem BioAssay
PfHsp40 rescue: compounds rescuing yeast from Plasmodium falciparum HSP40 toxicity; S. cerevisiae expressing PfHsp40, growth rescue, ATP luminescence; growth rescue, % at 12.5 µM; hit rate 0.68% among 340,000; AID 504582; in the data active means growth rescue above about 28%, passing the limit was not always enough; inconclusive means no clear call, values can overlap the other calls;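 further: yeast W303a lacking pdr1 and pdr3 grown in galactose medium; growth measured after three days at 30 °C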
VHR inh abs: DUSP3 (human) phosphatase inhibition; P51452; inhibition, % at 13.3 µM; hit rate 0.52% among 290,000; recombinant VHR phosphatase, pNPP absorbance; AID 1654; in the data active means inhibition above about 50%; further: some compounds called inactive have numbers as strong as hits
Target sequence (P51452 whole entry, looked up): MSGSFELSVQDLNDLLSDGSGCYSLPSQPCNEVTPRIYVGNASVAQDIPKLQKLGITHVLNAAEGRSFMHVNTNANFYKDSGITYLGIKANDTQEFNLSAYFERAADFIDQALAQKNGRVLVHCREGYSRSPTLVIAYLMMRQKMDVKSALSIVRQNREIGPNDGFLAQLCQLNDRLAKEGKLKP
SSB-PriA inh: blocks PriA binding to SSB C-terminal tail; AlphaScreen SSBct-PriA binding, biotinylated peptide; inhibition, % at 33 µM; hit rate 0.6% among 430,000; AID 1272365; in the data active means inhibition mostly above about 37%, no sharp cut-off; inactive means mostly below about 20%;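 further: plate controls were negative control peptide for no effect and reference peptide for full effect; strong numbers were not always called active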
Anthrax LF prot: anthrax lethal factor protease inhibition. AID 588501. multiplex microsphere protease cleavage assay, LF. inhibition, % at 10 µM. hit rate 0.12% among 360,000. P15917; further: plate controls were buffer without enzyme for full effect and enzyme alone for no effect
Target sequence (P15917 whole entry, looked up): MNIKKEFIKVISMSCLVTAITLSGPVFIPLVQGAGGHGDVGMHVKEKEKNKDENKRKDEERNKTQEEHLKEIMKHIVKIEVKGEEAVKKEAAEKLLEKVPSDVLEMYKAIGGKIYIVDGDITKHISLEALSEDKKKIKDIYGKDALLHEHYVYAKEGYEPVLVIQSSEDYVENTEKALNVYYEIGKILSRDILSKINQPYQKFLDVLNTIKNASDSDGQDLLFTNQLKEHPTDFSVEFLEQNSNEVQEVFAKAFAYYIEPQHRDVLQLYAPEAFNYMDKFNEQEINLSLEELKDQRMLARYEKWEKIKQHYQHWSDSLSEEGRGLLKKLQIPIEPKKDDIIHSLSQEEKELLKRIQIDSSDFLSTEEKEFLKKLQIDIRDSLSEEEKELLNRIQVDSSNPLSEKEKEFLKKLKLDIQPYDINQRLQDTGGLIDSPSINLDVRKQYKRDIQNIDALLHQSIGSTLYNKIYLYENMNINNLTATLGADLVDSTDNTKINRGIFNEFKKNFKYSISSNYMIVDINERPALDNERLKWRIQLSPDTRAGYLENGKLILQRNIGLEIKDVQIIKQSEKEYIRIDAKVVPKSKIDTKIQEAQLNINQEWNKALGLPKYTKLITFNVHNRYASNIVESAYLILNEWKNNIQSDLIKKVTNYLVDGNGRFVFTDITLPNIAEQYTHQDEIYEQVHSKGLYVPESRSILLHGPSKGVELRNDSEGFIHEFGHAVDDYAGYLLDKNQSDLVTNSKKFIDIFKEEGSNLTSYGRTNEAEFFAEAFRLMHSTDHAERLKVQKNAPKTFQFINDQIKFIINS
Vc quorum ag: quorum light induction in luxS cqsA deficient V. cholerae. V. cholerae BH1578 lux reporter, luminescence, 6 h. activation, % at 18.7 µM. hit rate 0.16% among 350,000. AID 588436; in the data active means activation mostly above about 9.7%, no sharp cut-off; inconclusive means no clear call, values can overlap the other calls; inactive means mostly below about 3.7%; further: not every result past the cut was called active; inactives centre near 0; reference of the scale not given here
Y pestis TopoI: Y. pestis Topo-I inhibition via cleavage products; Y. pestis Topo-I cleavage product accumulation, plate reader; activity, % at 10 µM; hit rate 0.064% among 360,000; AID 504884; in the data active means activity above about 50%, passing the limit was not always enough; inconclusive means no clear call, values can overlap the other calls; further: inactives centre near 2
BoNT-A LC inh2: BoNT A light chain protease inhibition | inhibition, % at 10 µM | hit rate 0.17% among 360,000 | multiplex microsphere protease substrate cleavage, flow cytometry; further: plate controls were buffer without enzyme for full effect and enzyme alone for no effect
3CLpro inhibitor: SARS-CoV 3CLpro protease inhibition; P0C6X7; recombinant SARS-CoV 3CLpro, quenched FRET peptide cleavage; inhibition, % at 6 µM; hit rate 0.14% among 290,000; AID 1706; in the data active means inhibition above about 12%
CCHF vOTU inh: CCHFV vOTU protease inhibition. hit rate 0.55% among 370,000. AID 651958. Pep-AMC fluorescence. inhibition, % at 11.5 µM; in the data active means inhibition above about 30%; further: 0% = vehicle wells with enzyme and 100% = no enzyme wells
TcdB GH inh: blocks C. difficile toxin B glycohydrolase activity; P18177; TcdB glycohydrolase enzymatic assay, plate reader; inhibition, % at 9.99 µM; hit rate 0.24% among 350,000; in the data active means inhibition above about 10%
Numbers without * were called inactive; i = inactive; u = inconclusive; x = not tested or not shown. Unless noted, no stated cut-off is given here; in the data, active means inhibition above about 30%; inconclusive means no clear call, values can overlap the other calls; inactive means below that. Some of the compounds tested, so the mix of outcomes need not match the whole.

SMILES	PfHsp40 rescue	VHR inh abs	SSB-PriA inh	Anthrax LF prot	Vc quorum ag	Y pestis TopoI	BoNT-A LC inh2	3CLpro inhibitor	CCHF vOTU inh	TcdB GH inh
COC(=O)N1CCCCC1c1cc(C(=O)NCc2ccc(Cl)c(Cl)c2)no1 (configuration not stated)	x	x	x	-3	-0.2	19	0.2	x	9	0.9
CCC(CC)C(=O)Nc1nnc(S(=O)(=O)N2CCCC2)s1	-1.1	17	-9	0	-0.2	7	-0.8	-2	16	0.4
Cc1ccc(NCc2nnc(SCCN3CCCCC3)n2CC2CCCO2)cc1Cl (configuration not stated)	0.7	20	-10	-4	2.9	20	-0.4	4	-9	x
COc1ccc2c(CCNC(=O)c3ccco3)c[nH]c2c1	-0.9	33	7	3	i	-1	-0.3	-2	-6	1.3
CN(C)c1ccc([N+](=O)[O-])cc1C(=O)O	-0.4	-5	-5	3	-0.2	10	0.8	1	-6	0.7
O=C(c1cc(-c2cccc(O)c2)on1)N1CCCC1	0.5	32	-8	2	-0.3	2	0.3	2	0	1.8
COc1ccccc1NC(=O)c1ccc2c(c1)N(CC#N)C(=O)C(C)(C)O2	-1.0	2	-11	-8	0.0	-7	-0.3	-3	9	0.6
Cc1ccc(N(CC(=O)N2CC(=O)Nc3ccccc32)S(=O)(=O)c2ccc3c(c2)OCCO3)cc1	-1.1	9	-11	-5	-0.3	6	1.8	0	-5	1.7
CC(C)(C)c1ccc(OCC(=O)N2CCCCCC2)c(Br)c1	0.3	20	-8	-3	-0.5	5	0.7	7	-5	0.5
CCOC(=O)/C(C#N)=C\C=C1C=CN(C)C=C1	1.4	27	18	3	i	3	1.3	-5	29	x
Cn1nc(C(C)(C)C)c([N+](=O)[O-])c1C(=O)NCCO	0.0	-2	4	-1	-0.2	1	0.2	0	6	0.0
Cc1oc(-c2ccccc2)cc1C(=O)Nc1ccc(N(C)C)cc1	3.3	36	40	-6	i	-12	-0.4	3	11	x
Cc1nnc(SCC(=O)N2CCN(C(=O)c3ccco3)CC2)n1C	-0.2	x	-11	-7	i	4	-0.5	x	-2	0.7
CC1CCN(c2ccc3c(c2)S(=O)(=O)c2ccccc2C3=O)CC1	199*	x	-67	16	2.4	-4	25	x	5	0.5
CS(=O)(=O)N1c2ccccc2[C@]2(Br)C[C@H]3C(=O)N[C@@H](Cc4ccccc4)C(=O)N3[C@H]12	-1.5	x	-19	-7	i	6	-0.1	x	-2	0.5
CC(=O)Nc1ccc(NC(=O)C(c2ccccc2)c2ccccc2)cc1	-1.2	16	-13	-9	-1.5	1	2.4	-3	-13	0.9
COc1cc(/C=C(\C#N)c2nc3ccc(C)cc3[nH]2)cc([N+](=O)[O-])c1O	x	27	25	-13	-0.1	-6	-0.3	-5	13	1.2
Cc1[nH]n(-c2ccccc2)c(=O)c1/C=N/O	1.5	4	x	-2	-0.5	-7	1.2	7	4	1.7
Cc1occc1C(=O)NCc1cccs1	-1.5	18	-3	0	i	1	-0.3	8	7	x
CCOC(=O)C1(C)Oc2ccccc2C(C(=O)OC)=C1C(=O)OC (configuration not stated)	1.2	x	-11	-3	i	6	-0.2	x	16	-0.4
O=C(OCC(=O)N1CCN(c2ccccc2)CC1)c1nc(Cl)ccc1Cl	1.0	x	2	-1	i	15	1.6	x	-1	-2.1
COCc1cc(C)n(CC(=O)Nc2cccc(C)c2)c(=O)c1C#N	1.8	20	-17	-10	-0.3	10	-0.4	-1	-2	1.0
COC(=O)c1ccc(COC(=O)c2cnccn2)cc1	-0.2	17	-12	0	-0.2	6	-0.5	-1	-7	-1.3
Cc1ccc(S(=O)(=O)N2CCCCC2)cc1NC(=O)C1CC(=O)N(Cc2ccccc2)C1 (configuration not stated)	1.4	1	-88	2	i	7	0.9	1	1	x

Record cards (already shown). Order of screens: PfHsp40 rescue	VHR inh abs	SSB-PriA inh	Anthrax LF prot	Vc quorum ag	Y pestis TopoI	BoNT-A LC inh2	3CLpro inhibitor	CCHF vOTU inh	TcdB GH inh
O=C(c1cc(-c2cccc(O)c2)on1)N1CCCC1 is listed as 0.5	32	-8	2	-0.3	2	0.3	2	0	1.8
Cc1ccc(S(=O)(=O)N2CCCCC2)cc1NC(=O)C1CC(=O)N(Cc2ccccc2)C1 (configuration not stated) is listed as 1.4	1	-88	2	i	7	0.9	1	1	x

More compounds.
SMILES	PfHsp40 rescue	VHR inh abs	SSB-PriA inh	Anthrax LF prot	Vc quorum ag	Y pestis TopoI	BoNT-A LC inh2	3CLpro inhibitor	CCHF vOTU inh	TcdB GH inh
CSc1nc(C)cc(OCCNS(=O)(=O)c2ccc(C)cc2)n1	-2.6	x	-4	-7	-0.9	-1	-5.5	-2	-7	x
O=C(CN1C(=O)C2C3C=CC(C4CC34)C2C1=O)Oc1ccccc1 (configuration not stated)	-0.2	1	-12	1	i	2	0.2	-2	-16	1.4
Cc1cccc(Cl)c1OCCN1CCCC1	-1.3	5	-14	x	0.0	9	x	-4	5	0.3
COc1ccc(NC(=O)CSc2ccccn2)cc1	-0.5	20	-8	0	5.0	3	0.6	0	18	x
COc1ccc2c(c1)CCc1c(C(=O)N3CCc4ccccc4C3)noc1-2	182*	-8	-21	-1	i	8	u	2	-12	x
Cc1nnc(SCC(=O)n2c3c(c4ccccc42)CCCC3)s1	-0.7	0	-14	0	-2.0	-2	0.0	0	-5	x
c1ccc(-c2ccc(C3=Nn4c(Cn5nnc6ccccc65)nnc4SC3)cc2)cc1	7.9	34	-6	1	i	50	-0.2	-2	-4	x
COc1ccc(NC(=O)c2sccc2C)c([N+](=O)[O-])c1	-0.3	1	20	-2	i	5	0.0	5	6	x
CCCNC(=O)c1cc(-c2ccc(Br)cc2)on1	0.5	19	-5	0	6.2	6	-0.3	-3	-13	x
O=C(N/C(=C\c1cccc([N+](=O)[O-])c1)C(=O)N1CCCCC1)c1cccs1	0.4	0	-19	-1	-0.4	6	0.6	-1	-9	x
CCOc1ccc(-c2nnn(CC(=O)Nc3ccccc3OC)n2)cc1OCC	-1.6	12	8	-3	i	3	-1.2	-3	3	x
CCC(O)(CC)C(=O)N/N=C/c1cc(Br)cc(Br)c1O	0.8	22	x	1	-0.4	-5	-0.3	-4	-14	-0.9

Gathered by group: the entries above containing a furan ring, fused or not (4)
SMILES	PfHsp40 rescue	VHR inh abs	SSB-PriA inh	Anthrax LF prot	Vc quorum ag	Y pestis TopoI	BoNT-A LC inh2	3CLpro inhibitor	CCHF vOTU inh	TcdB GH inh
COc1ccc2c(CCNC(=O)c3ccco3)c[nH]c2c1	-0.9	33	7	3	i	-1	-0.3	-2	-6	1.3
Cc1oc(-c2ccccc2)cc1C(=O)Nc1ccc(N(C)C)cc1	3.3	36	40	-6	i	-12	-0.4	3	11	x
Cc1nnc(SCC(=O)N2CCN(C(=O)c3ccco3)CC2)n1C	-0.2	x	-11	-7	i	4	-0.5	x	-2	0.7
Cc1occc1C(=O)NCc1cccs1	-1.5	18	-3	0	i	1	-0.3	8	7	x

New compounds follow
SMILES	PfHsp40 rescue	VHR inh abs	SSB-PriA inh	Anthrax LF prot	Vc quorum ag	Y pestis TopoI	BoNT-A LC inh2	3CLpro inhibitor	CCHF vOTU inh	TcdB GH inh
CN(CC(=O)Nc1ccc(N2CCOCC2)cc1)CC(=O)Nc1ccc([N+](=O)[O-])cc1Br	-1.5	4	2	-1	-0.1	-11	0.2	1	8	-1.2
CN(C)c1ccc(-c2nnc(-c3cccs3)o2)cc1	0.6	0	-16	-2	-0.3	2	-1.0	3	-12	2.8
Cc1cccc(CCNC(=O)CCS(=O)(=O)c2cc3c(cc2Cl)NC(=O)CO3)c1	1.8	-2	-5	-1	-0.3	-9	1.1	4	8	0.5
Cc1nn(-c2ccccc2)c(C)c1/C=N/O	-0.4	-1	x	-4	-0.1	-2	-0.8	-1	4	x
O=C1CC(=C2c3ccccc3-c3ccccc32)C(=O)N1CCN1CCN(c2cccc(Cl)c2)CC1	-1.1	x	15	-19	-0.3	4	-0.2	2	7	x
OCC12COC3c4ccccc4C(OC1)N32 (configuration not stated)	0.3	-9	0	-3	-0.3	-2	-3.1	0	-7	x
Cc1ccc(N2CCN(S(=O)(=O)N(C)C)CC2)c(C)c1	-1.7	9	-12	-6	i	11	-0.9	0	-4	1.3
COc1cccc(-c2noc(C3CCCN(C(=O)c4ccccc4OC)C3)n2)c1 (configuration not stated)	-0.7	32	0	1	i	33	2.8	-1	-6	0.6
Cc1ccccc1NC(=O)CN1CCC(NC(=O)Nc2ccccc2)CC1	-0.5	-5	-2	-5	-0.1	1	-1.6	-5	11	x
N#Cc1ccsc1NC(=O)CN(Cc1ccccc1)Cc1ccccc1	0.1	47	-37	-2	-0.3	50	-0.5	-5	-14	x
Fc1cccc(Cl)c1C1Nc2cccc3cccc(c23)N1	0.8	4	10	-4	-0.3	-18	0.9	2	-2	1.2
Cc1ccc(C(=O)N/C(=C\c2cn(C)c3ccccc23)C(=O)N2CCN(C)CC2)cc1	0.4	-8	1	0	-0.5	6	-1.0	-1	8	1.1
CCN(CC)C(=O)CSc1nnc(-c2ccccn2)n1-c1ccc(C)c(C)c1	0.0	26	-11	5	x	15	-0.1	4	27	x
O=C(Nc1cccnc1)c1ccc(COc2ccccc2Br)o1	5.8	-1	2	-6	i	3	-0.7	-3	-7	x
CC1CCN(C(=O)c2[nH]cnc2C(=O)Nc2ccccc2)CC1	0.1	x	0	1	-0.4	-1	0.9	x	-7	0.8
O=C1COc2ccc(C(=O)COC(=O)C3CCN(S(=O)(=O)c4cccs4)CC3)cc2N1	-0.4	22	-14	-7	i	9	0.7	4	-3	x
Cc1cc(C)cc(NC(=S)N2CCC(NC(=O)c3ccccc3C)CC2)c1	-0.2	28	8	4	1.5	-12	-1.3	3	2	-0.6
O=c1[nH]c(Cc2ccccc2)nc2ccccc12	1.4	19	-1	0	-0.2	10	-0.3	2	0	0.5
CC1=C(c2ccc(Cl)cc2)[N+](=O)C(C)(C)N1[O-]	1.5	43	-12	2	-0.2	-1	0.5	-2	-1	1.4
Nc1nc(COC(=O)C2CC(=O)N(CCc3ccccc3)C2)nc(Nc2ccccc2)n1 (configuration not stated)	-0.6	x	-2	-9	-0.3	6	-0.3	x	-1	-0.2
COc1ccc(NC(=O)CSc2ccc(-c3ccco3)nn2)cc1	0.4	2	-3	-3	-0.9	-10	-1.1	1	1	0.2
Clc1ccc(OCc2nn3c(-c4ccncc4)nnc3s2)cc1	1.4	12	2	2	i	-11	-0.1	-5	10	x
NNC(=O)CNC(=O)c1ccccc1F	0.8	11	-6	-3	-1.4	3	-0.7	-7	0	x
COc1ccc(NC(=O)CN(C)C(=O)CN2C(=O)c3ccc([N+](=O)[O-])cc3C2=O)cc1	-1.6	-4	-1	2	-0.1	6	-0.1	2	6	4.4
c1ccc(-c2cc(N3CCCCC3)c3ccccc3n2)cc1	0.3	16	-17	-4	-1.4	18	-0.4	-8	-13	0.4
COC(=O)c1ccc(CSc2nnc(-c3c[nH]c4ccccc34)n2C)o1	-1.3	12	-3	-2	-1.1	11	0.1	-2	0	0.4
Cc1ccc(NC(=O)CSc2nc(=O)n(Cc3ccncc3)c3c2CCC3)c(C)c1	0.8	x	-10	5	i	-4	-0.1	x	8	-2.7
